Compound activity as filed in PubChem BioAssay.
GPR151 activ: human GPR151 activation. Q8TDV0. PathHunter beta-arrestin GPR151 cells, luminescence. activation, % at 11.2 µM. 1% of 650,000 active; in the data active = activation above about 4.9%;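 also: 0% = median of compound wells and 100% = cells with positive control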
MITF primary: blocks human microphthalmia-associated transcription factor. 0.91% of 650,000 active. AlphaScreen MITF homodimerization, bead proximity signal. O75030. inhibition, % at 2.6 µM. AID 1259374; in the data active = inhibition above about 50%;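 also: 0% = vehicle wells with protein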
FBW7 act: human FBW7 E3 ligase activation, primary screen; Q969H0; AlphaScreen FBW7–phospho-cyclin E peptide binding, activator screen; normalized activity (activation), % at 26.1 µM; 0.13% of 650,000 active; AID 1259310; in the data active = normalized activity above about 1.9%;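 also: purified mutant Fbw7 with reduced substrate affinity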
Target sequence (Q969H0 whole entry, looked up): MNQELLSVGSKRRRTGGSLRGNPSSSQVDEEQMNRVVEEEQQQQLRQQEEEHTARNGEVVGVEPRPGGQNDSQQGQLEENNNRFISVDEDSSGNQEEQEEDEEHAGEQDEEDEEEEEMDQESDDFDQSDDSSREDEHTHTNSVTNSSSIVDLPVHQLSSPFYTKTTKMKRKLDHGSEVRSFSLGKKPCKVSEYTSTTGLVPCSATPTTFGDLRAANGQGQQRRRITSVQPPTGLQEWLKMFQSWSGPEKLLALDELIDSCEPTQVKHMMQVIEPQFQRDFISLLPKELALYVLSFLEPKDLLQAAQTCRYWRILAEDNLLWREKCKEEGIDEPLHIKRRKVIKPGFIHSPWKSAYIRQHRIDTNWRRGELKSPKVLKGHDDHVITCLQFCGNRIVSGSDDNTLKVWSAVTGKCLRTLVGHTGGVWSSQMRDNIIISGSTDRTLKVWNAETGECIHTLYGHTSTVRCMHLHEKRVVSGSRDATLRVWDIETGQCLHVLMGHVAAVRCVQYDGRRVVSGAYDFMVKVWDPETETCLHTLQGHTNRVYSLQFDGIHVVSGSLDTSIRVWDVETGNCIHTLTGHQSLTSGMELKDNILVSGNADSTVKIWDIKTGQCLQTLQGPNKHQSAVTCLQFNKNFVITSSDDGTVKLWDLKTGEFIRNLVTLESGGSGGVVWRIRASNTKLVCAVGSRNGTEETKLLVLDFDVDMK
TEAD-YAP block: TEAD-YAP interaction inhibition; HEK-TIYL cells, TEAD-Gal4/YAP UAS-luciferase luminescence; inhibition, % at 9.12 µM; 1.4% of 640,000 active; in the data active = inhibition above about 32%;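 also: 0% = median of test compound wells and 100% = reference inhibitor wells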
* hit, by the source's call.

SMILES	GPR151 activ	MITF primary	FBW7 act	TEAD-YAP block
COc1ccc(S(=O)(=O)NC(C)C(N)=O)cc1 (stereo not drawn)	6.0*	3.4	0.0	3.2
COc1ccc(/C(C)=N/Nc2nc(C)cc(C)n2)c(O)c1	-0.4	21.4	-0.5	-11.8
CC(C)C(=O)Nc1nnc(SC/C=C/c2ccccc2)s1	-0.8	7.8	0.0	-1.8
CCOC(=O)c1cnc2c(C)c(Cl)ccc2c1Nc1ccc(OC)cc1	1.6	12.0	0.0	2.8
O=C(CC1C(=O)NCCN1C/C=C/c1ccccc1)NCCc1cn2ccccc2n1 (stereo not drawn)	0.0	2.6	0.1	0.1
CCCCNC(=O)CSc1nc2ccccc2n1CC(=O)NC(C)(C)C	-0.7	-0.1	0.0	-5.8
CC(=O)NC1(c2ccccc2)CCN(C(=O)N2CCOCC2)CC1	-0.3	81.7*	1.1	7.3
COCCN(CCOC)C(=O)CCN1C(=O)c2ccccc2S1(=O)=O	1.6	7.5	-0.1	11.1
O=C(C1CCC1)N1CCc2cc(S(=O)(=O)N3CC=C(c4ccccc4)CC3)ccc21	-0.2	-4.6	-0.2	6.4
CCN(CC)C1CCN(C(=O)CCc2nnc(Cc3ccc4c(c3)OCO4)o2)C1 (stereo not drawn)	-1.3	3.2	-0.1	-8.9
CCOc1ccccc1/C=N/NC(=O)c1n[nH]c2c1CCCC2	-3.0	10.1	0.1	12.3
CCCNc1nc(-c2cccs2)nc2c1ncn2Cc1ccc(C(F)(F)F)cc1	1.1	-9.2	-0.1	0.7
CCOC(=O)c1c(NC(=O)c2c(OC)cccc2OC)sc2c1CCCC2	0.4	9.6	0.1	-5.3
OC(c1cccnc1)c1ccc2c(c1)CN(C1CCN(CCc3ccccc3)CC1)CCO2 (stereo not drawn)	-0.6	9.3	0.7	5.3
CCC(C)(C)NC(=O)CN(Cc1ccc(Cl)cc1)C(=O)c1csnn1	1.0	-3.5	-0.3	-2.1
O=C(NCCc1ccc(O)cc1)C1CCN(c2ccc(Nc3ccccc3)nn2)CC1	1.7	9.0	0.0	-1.9
Cc1ccc(C(CNC(=O)Cc2ccc(F)cc2)N2CCOCC2)cc1 (stereo not drawn)	-0.4	-9.8	0.1	-0.5
Cc1cc(C(=O)C(C)Sc2nnnn2C)c(C)n1-c1ccc(OC(F)F)cc1 (stereo not drawn)	-2.2	6.7	0.5	-37.6
O=C(COc1cccnc1[N+](=O)[O-])N1N=C2/C(=C/c3ccco3)CCCC2C1c1ccco1 (stereo not drawn)	0.7	-4.5	-0.2	-8.3
O=C(Nc1c2c(nn1-c1ccc(F)cc1)CS(=O)C2)c1c(F)cccc1Cl (stereo not drawn)	0.9	-7.8	0.2	-1.7
CCOC(=O)c1sc2nc(SCc3ccccc3Cl)n(Cc3ccc(F)cc3)c(=O)c2c1C	2.9	20.2	0.4	-7.6
COc1nc(/C=C/N(C)C)c([N+](=O)[O-])c(OC)n1	0.2	0.4	0.2	-0.3
O=C(N/N=C\c1cccc(Cl)c1)C1CC1c1ccccc1 (stereo not drawn)	-0.6	-2.9	0.1	-35.2
N/C(=N\OC(=O)c1ccccc1-c1ccccc1)c1cccnc1	0.4	8.3	-0.1	5.0
COc1cc(Br)cc(/C=C/c2ccc3cccc(OC(C)=O)c3n2)c1OC(C)=O	1.4	-6.8	-0.2	-63.6
CCOC(=O)c1sc(NC(=S)NCc2ccco2)c(C(=O)OCC)c1C	-0.3	0.7	-0.3	-5.9
CC(NCC(O)COCC1COc2ccccc2O1)c1ccccc1 (stereo not drawn)	2.6	14.1	0.2	2.8
c1nc(Nc2ccc(N3CCOCC3)cc2)cc(Nc2ccc(N3CCOCC3)cc2)n1	-0.9	-0.3	-0.1	-10.0
Nc1nc(NCc2cccnc2)cc(Nc2ccc3c(c2)OCO3)n1	1.0	6.8	-0.1	-18.3
CCOc1ccccc1NC(=O)CC(C)c1ccccc1 (stereo not drawn)	-2.5	9.2	0.7	0.7
CC1CCN(CCCNC(=O)c2cn(C(C)c3ccc(F)cc3)nn2)CC1 (stereo not drawn)	-0.5	0.4	0.0	11.7
Cc1csc(NC(=O)CS(=O)(=O)c2ccccc2)n1	-0.8	24.8	0.0	-20.8
CN(Cc1ccccc1)C(=O)CNS(=O)(=O)c1cccs1	0.7	-9.0	0.1	-8.3
COc1ccc(NC(=O)NCCOc2cc(N3CCCC3)ncn2)c(OC)c1	-0.5	-7.5	-0.1	-0.3
CCOC(=O)c1c(NC(=O)CSc2cn(CC)c3ccccc23)sc2c1CCC2	0.5	-11.3	0.2	10.8
NC(=O)C1=NN(c2ccccc2)C(=O)C1	0.5	3.4	-0.1	10.9
O=C(NCc1cccnc1)c1ccccc1CCc1ccccc1	-1.4	-6.0	0.5	-3.3
COc1ccc(CN2CCC3(CCC(CNC(=O)C(C)C)O3)CC2)cc1 (stereo not drawn)	1.2	15.8	0.1	2.2
CC(C)OCCCNC(=O)C(NC(=O)c1ccc(Cl)c([N+](=O)[O-])c1)C(C)C (stereo not drawn)	1.1	7.0	0.0	8.6
CC1CCCC(C)N1S(=O)(=O)c1cccc([N+](=O)[O-])c1 (stereo not drawn)	-1.6	16.2	-0.1	-3.0

Exported with two lines to a compound: entries from further up.
Every second line gives: GPR151 activ	MITF primary	FBW7 act	TEAD-YAP block
COc1ccc(NC(=O)NCCOc2cc(N3CCCC3)ncn2)c(OC)c1
 : -0.5	-7.5	-0.1	-0.3
CCOC(=O)c1c(NC(=O)CSc2cn(CC)c3ccccc23)sc2c1CCC2
 : 0.5	-11.3	0.2	10.8

(list continues)
SMILES	GPR151 activ	MITF primary	FBW7 act	TEAD-YAP block
O=C(CN1C(=O)NC(c2ccccc2)(c2ccccc2)C1=O)NC1CCCc2ccccc21 (stereo not drawn)	1.2	-0.5	0.0	2.7
COc1cc(/C=N/Nc2ccc(Cl)nn2)ccc1OC(=O)c1cccs1	-1.3	-8.7	0.1	-2.9
Cc1ccc(-n2nnnc2SCC#N)c(C)c1	-1.5	-3.9	0.1	5.6
COC(=O)c1ccc(COC(=O)CNC(=O)c2cccs2)cc1	2.1	2.9	0.0	13.9
Cc1ccc(CN2CCNC(=O)C2CC(=O)N(C)Cc2csc(C)n2)o1 (stereo not drawn)	-0.1	5.1	0.0	-8.8
C/C(=N\Nc1nccnc1Cl)c1ccc(O)cc1	-5.4	-0.7	-0.4	-51.5
CC(=O)Nc1sc2c(c1C(=O)Nc1cccc3ccccc13)CCC(C)C2 (stereo not drawn)	-0.1	8.8	0.1	16.6
Cc1cc(NC(=O)COc2ccccc2)c(C)cc1I	-1.9	18.6	0.2	-7.3
Cc1ccc(N(CC(=O)N2CCN(c3ccccc3)CC2)S(=O)(=O)c2ccccc2)cc1	1.3	-13.1	-0.1	10.4
Cc1cc(N2CCN(CCN3CCOCC3)CC2)n2nc(-c3ccc(Cl)cc3)cc2n1	-1.1	-14.7	0.2	0.2
Cc1nn(CC(=O)Nc2ccc(Cl)cc2)c(=O)c2cccn12	1.1	3.8	0.0	4.8
CCOC(=O)c1c(OC(C)=O)c2ccccc2[nH]c1=O	-0.4	-17.0	0.1	-1.1
CSc1nnc(NC(=O)c2ccc(S(=O)(=O)N(C)C)cc2)s1	0.7	11.9	0.0	-19.2
Cc1cccc(NC(=O)CCC(=O)O)c1C	-0.5	-9.1	0.1	6.0
CCCCNC(=O)CSc1nc2ccc(NC(=O)Cc3cccc4ccccc34)cc2s1	0.7	7.8	0.1	5.7
CC(C)c1ccc(/C=C/C23NC(=O)CCN2c2ccccc2C3(C)C)cc1 (stereo not drawn)	1.9	20.4	0.9	-2.7
COCCCN1C(=O)c2[nH]nc(-c3ccccc3O)c2C1c1ccc(Cl)cc1 (stereo not drawn)	0.1	0.4	-0.1	12.3
O=C1NC2(CCN(C(=O)c3cc(-c4ccco4)[nH]n3)CC2)Nc2ccccc21	0.2	-8.0	-0.2	-2.9
Fc1ccc(NCc2ccc3c(c2)OCO3)cc1Cl	1.1	10.1	0.3	-8.8
Cc1nnc2c(N3CCCC3)nc3ccccc3n12	-1.1	2.3	-0.2	-9.4
COc1cccc(C(=O)N2CCN(Cc3cc(OC)c(OC)c(OC)c3)CC2)c1	1.4	48.5	-0.3	-5.8
CCOCCCNC(=O)C(c1ccc(Cl)cc1)N1CCN(c2ccccc2)CC1 (stereo not drawn)	-0.5	-8.0	0.1	0.0
Cc1ccc(C)n1-c1ccc(C(=O)N2CCC(=O)CC2)cc1	2.1	-14.0	-0.1	11.7
COc1ccc(OC(=O)C2OC3OC(C)(C)OC3C3OC(C)(C)OC23)cc1 (stereo not drawn)	0.3	-3.9	0.3	7.8
Cc1cc(NS(=O)(=O)c2ccc(Nc3nc(-c4ccc(Cl)cc4)cs3)cc2)no1	1.7	18.4	0.5	7.8
Cc1nnc(-c2ccc(N3CCOCC3)c([N+](=O)[O-])c2)o1	1.5	3.2	-0.1	-18.6
COc1ccc(C2Oc3ccc(Cl)cc3C3CC(c4ccc(C)o4)=NN32)cc1 (stereo not drawn)	0.1	-8.3	-0.1	-42.9
COc1ccc(/C=C2/C(=N)N3N=C(C(C)C)SC3=NC2=O)cc1	-0.3	-0.4	-0.3	-6.2
CCN(CC)S(=O)(=O)c1ccc(OC)c(NC(=O)c2c(Cl)cccc2Cl)c1	-0.5	-10.1	0.0	3.8
Cc1nc(N2CCC(C(=O)N3CCCC(C(=O)c4ccccc4)C3)CC2)nc2ccccc12 (stereo not drawn)	-1.4	13.1	0.3	-3.1
CN(CC(=O)O/N=C(\N)c1ccc([N+](=O)[O-])cc1)S(=O)(=O)c1ccc2ccccc2c1	1.7	13.4	-0.1	2.9
Cc1ccccc1N(CC(=O)NC1CCCC1)C(=O)CCC(=O)Nc1nccs1	-0.2	21.8	0.1	6.4
O=C(CCc1nnc(CCc2c[nH]c3ccccc23)o1)NC1CCN(c2ccccc2)CC1	0.0	1.7	0.1	14.2
Cc1ccc(-c2nnc(SCC(=O)NCc3ccccc3)nc2-c2ccc(C)cc2)cc1	-0.1	12.2	-0.1	19.5
O=C(COC(=O)c1ccc(S(=O)(=O)C(F)F)cc1)c1ccc2c(c1)OCCO2	0.5	-0.1	0.1	6.9
CNC(=O)Cn1nc(C)c([N+](=O)[O-])c1C	-0.3	11.1	0.3	-1.2
O=C(C1CC1)N1CCN(c2ccc(-c3ccccn3)nn2)CC1	-5.7	121.8*	-1.5	-14.9
COc1cc(NC(=O)CN2CCN(CC(=O)Nc3ccc(F)cc3)CC2)cc(OC)c1	0.4	-1.2	0.0	7.2
CC12c3ccccc3C(c3ccccc31)C1C(=O)N(Cc3cccnc3)C(=O)C12 (stereo not drawn)	-0.5	-4.5	-0.1	-0.8
S=c1[nH]nc(COc2ccccc2)n1/N=C/c1ccco1	-0.5	-6.4	-0.1	4.4

Molecules from the list above that have a thiophene ring, fused or not (9):
SMILES	GPR151 activ	MITF primary	FBW7 act	TEAD-YAP block
CCCNc1nc(-c2cccs2)nc2c1ncn2Cc1ccc(C(F)(F)F)cc1	1.1	-9.2	-0.1	0.7
CCOC(=O)c1c(NC(=O)c2c(OC)cccc2OC)sc2c1CCCC2	0.4	9.6	0.1	-5.3
CCOC(=O)c1sc2nc(SCc3ccccc3Cl)n(Cc3ccc(F)cc3)c(=O)c2c1C	2.9	20.2	0.4	-7.6
CCOC(=O)c1sc(NC(=S)NCc2ccco2)c(C(=O)OCC)c1C	-0.3	0.7	-0.3	-5.9
CN(Cc1ccccc1)C(=O)CNS(=O)(=O)c1cccs1	0.7	-9.0	0.1	-8.3
CCOC(=O)c1c(NC(=O)CSc2cn(CC)c3ccccc23)sc2c1CCC2	0.5	-11.3	0.2	10.8
COc1cc(/C=N/Nc2ccc(Cl)nn2)ccc1OC(=O)c1cccs1	-1.3	-8.7	0.1	-2.9
COC(=O)c1ccc(COC(=O)CNC(=O)c2cccs2)cc1	2.1	2.9	0.0	13.9
CC(=O)Nc1sc2c(c1C(=O)Nc1cccc3ccccc13)CCC(C)C2 (stereo not drawn)	-0.1	8.8	0.1	16.6

Next structures:
SMILES	GPR151 activ	MITF primary	FBW7 act	TEAD-YAP block
CC(c1nccs1)N(C)C(=O)CCc1nnc(-c2ccc(-c3ccccc3)cc2)o1 (stereo not drawn)	0.9	-15.7	0.0	-0.1
CCCCC(=O)Nc1ccc(C(=O)NNC(=O)c2ccccc2Br)cc1	0.8	15.6	-0.2	9.1
O=C(COC(=O)C1CC(=O)N(Cc2ccccc2)C1)Nc1cccc(Oc2ccccc2)c1 (stereo not drawn)	-0.4	17.8	-0.1	-0.7
COc1ccc(OC)c(NC(=O)c2ccc3c(=O)n(CCc4ccccc4)c(=S)[nH]c3c2)c1	-1.3	5.3	0.0	-6.9
COC(=O)c1ccc2c(=O)n(Cc3ccc(C(=O)NCc4ccccc4OC)cc3)c(=S)[nH]c2c1	-0.9	16.6	0.2	-5.3
CC(=O)c1ccc(C(=O)N2CCCC(CCC(=O)N(C)CCc3ccccn3)C2)s1 (stereo not drawn)	-1.4	-12.7	-0.1	5.7
COc1cccc2cc(C(=O)Nc3ccc(C)cc3)/c(=N/c3sc4c(c3C#N)CCCC4)oc12	-0.9	-4.4	-0.1	-16.4
CS(=O)(=O)c1ccc(F)c(NC(=O)CCC(=O)O)c1	1.6	24.0	0.0	-0.7
O=C(COc1ccccc1)Nc1sc2c(c1C(=O)Nc1cccc3ccccc13)CCC2	0.5	-11.6	-0.1	-2.5
Fc1ccc(C2CC(c3ccc(Cl)cc3)Nc3nnnn32)cc1 (stereo not drawn)	0.8	-16.4	0.1	-3.5
COc1ccc(N2C(=O)c3cccc4cccc(c34)C2=O)cc1	-1.4	-6.1	-0.1	-1.1
